# IMP-1 inh: blocks Pseudomonas aeruginosa IMP-1 metallo-beta-lactamase. purified IMP-1, nitrocefin hydrolysis, epi-absorbance fluorescence. inhibition, % at 5.6 µM. 290,000 tested, 0.45% active. AID 1556;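 active = inhibition above the mean plus 3 SD of all compounds in the same screening run, cut at about 4.5% in these data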;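 note: 0% = IMP-1 with DMSO and 100% = DMSO wells lacking enzyme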
#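 System: Purified IMP-1 | Read-out basis: Percent enzyme inhibition | Controls: IMP-1 with DMSO as 0%, enzyme-free DMSO as 100% | Replicates: One well per compound | Doses: 5.6 µM nominal single concentration | Detection: Epi-absorbance fluorescence, 480 nm excitation, 530 nm emission | Incubation: 25 °C, 15 min preincubation, 25 min reaction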
# IDE act: boosts human insulin-degrading enzyme activity in HEK cells. P14735. FAbeta-B cleavage, fluorescence polarization; 0% vehicle, 100% cell-free pure enzyme wells. 340,000 tested, 0.073% active. activation, % at 5.96 µM;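 active = activation above the mean of all tested compounds plus 3 SD, set per screening campaign, cut at about 17% in these data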
# GPR7 antag: blocks human GPR7 receptor signaling; GPR7-expressing cells, fluorescence antagonist assay; inhibition, % at 4.4 µM; 290,000 tested, 1.1% active; AID 1861; in the data active = inhibition above about 16%, passing the limit was not always enough;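 note: cells stimulated with the agonist NPW; 0% = agonist with vehicle and 100% = vehicle without agonist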
# Target sequence (P48145 whole entry, looked up): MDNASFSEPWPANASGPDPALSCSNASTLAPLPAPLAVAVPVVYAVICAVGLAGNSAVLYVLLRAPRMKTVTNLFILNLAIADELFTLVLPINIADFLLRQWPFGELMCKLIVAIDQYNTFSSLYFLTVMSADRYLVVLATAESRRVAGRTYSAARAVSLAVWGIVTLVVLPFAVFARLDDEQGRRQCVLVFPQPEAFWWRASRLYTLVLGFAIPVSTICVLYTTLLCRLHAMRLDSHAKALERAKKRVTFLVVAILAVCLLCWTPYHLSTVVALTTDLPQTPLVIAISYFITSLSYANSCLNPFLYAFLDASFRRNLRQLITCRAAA
# p-CIP stab down: compounds decreasing mouse p/CIP protein stability | Q05BA5 | F442A p/CIP-EGFP cells, EGFP fluorescence, 16 h | decrease of EGFP signal, % at 10 µM | 290,000 tested, 0.01% active;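 active = EGFP signal decrease of at least 30% at 10 µM or well 3 SD below plate mean, unless failing retest; inactive = the rest, including hits failing retest or dose response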; note: some compounds called inactive have numbers as strong as hits; many of its hits are not listed in these tables
# IDE cell inh: cellular human IDE inhibition; AID 434962; P14735; inhibition, % at 5.59 µM; 320,000 tested, 0.41% active; HEK cells, FAbetaB cleavage, fluorescence polarization;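 active = percent inhibition above the average of all tested compounds plus 3 SD, set per screening campaign, cut at about 16% in these data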;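 note: IDE supplied by intact live HEK cells; FP after avidin binding of uncleaved biotin substrate so inhibition keeps polarization high; 0% = DMSO wells and 100% = 60 µM reference IDE inhibitor Ii1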
# VIM-2 inhibitor: inhibitors of Pseudomonas aeruginosa VIM-2 metallo-beta-lactamase | inhibition, % at 5.6 µM | purified VIM-2, nitrocefin hydrolysis, epi-absorbance fluorescence | 290,000 tested, 0.89% active;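 active = inhibition above the mean of all tested compounds plus 3 SD, cutoff set per screening run, cut at about 7.5% in these data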;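 note: red hydrolysis product quenches plate fluorescence so inhibitors raise well fluorescence; 0% = enzyme with DMSO and 100% = DMSO without enzyme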
# PHOSPHO1 block: PHOSPHO1 (human) inhibition; Q8TCT1; recombinant PHOSPHO1, absorbance phosphatase assay; inhibition, % at 13.3 µM; 290,000 tested, 1.1% active; AID 1565; in the data active = inhibition above about 60%
# Target sequence (Q8TCT1 whole entry, looked up): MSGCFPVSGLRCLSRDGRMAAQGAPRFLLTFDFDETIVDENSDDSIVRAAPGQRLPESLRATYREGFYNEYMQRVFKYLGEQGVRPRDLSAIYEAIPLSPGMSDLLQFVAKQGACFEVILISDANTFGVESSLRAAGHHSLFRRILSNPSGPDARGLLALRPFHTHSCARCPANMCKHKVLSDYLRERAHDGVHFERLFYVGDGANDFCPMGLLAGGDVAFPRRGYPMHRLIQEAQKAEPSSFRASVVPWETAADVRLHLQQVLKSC
# PfM18AAP inh: blocks P. falciparum M18 aspartyl aminopeptidase; recombinant PfM18AAP, H-Glu-NHMec fluorogenic cleavage; inhibition, % at 7.35 µM; 290,000 tested, 1.2% active; AID 1822;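 active = inhibition above the campaign mean inhibition over all tested compounds plus 3 SD, cut at about 28% in these data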;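 note: 0% = plate median of test compound wells and 100% = 2 mM ZnCl2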
# NALP1 inh: blocks the NALP1 inflammasome reconstituted in yeast; 280,000 tested, 0.61% active; S. cerevisiae NALP1/ASC/caspase-1 growth, X-gal OD620, 72 h; AID 2071; inhibition, % at 10 µM; in the data active = inhibition mostly above about 24%, no sharp cut-off; inactive = mostly below about 32%; note: some compounds called inactive have numbers as strong as hits
# Starred values were filed as active, the others as inactive; . = no result given.
SMILES,IMP-1 inh,IDE act,GPR7 antag,p-CIP stab down,IDE cell inh,VIM-2 inhibitor,PHOSPHO1 block,PfM18AAP inh,NALP1 inh
COc1ccc(C(=O)N/C(=C\c2ccc(OC)c(OC)c2)C(=O)N2CCCCC2)cc1,-4.7,1,-2,-7,0,-3.6,-11,1,11
Cn1c(SCc2ccccn2)nnc1-c1ccncc1,-3.1,-2,0,-12,0,-1.6,25,3,-10
CSc1cccc(NC(=O)CN(C)S(=O)(=O)c2ccc(C)cc2)c1,4.4,-4,1,4,5,1.6,4,-1,4
CCOc1ccc(NC(=O)CSc2ccc(-c3ccccn3)nn2)cc1,-5.4,-3,-4,3,-5,-1.3,-4,8,22
CCCCOc1ccc(-c2c(C(=O)Nc3ccccc3)c(C)[nH]c(=S)c2C#N)cc1,-1.1,-12,-2,-2,0,-0.8,-8,0,-25
COc1ccccc1OCCSc1nc2ccc([N+](=O)[O-])cc2s1,-2.5,9,-8,1,-4,-3.7,6,6,25
O=C(Nn1cnc2ccccc2c1=O)c1ccccc1[N+](=O)[O-],-1.0,7,-8,2,-1,1.1,2,-12,-5
CCN1CCN(C(=O)c2cc3c(=O)oc4ccc(C)cc4c3s2)CC1,-2.2,2,-28,-7,6,8.4*,24,-1,4
COc1ccc(S(=O)(=O)N(C)c2ccc(C(=O)N3CCOCC3)cc2)cc1,-1.6,1,-15,-8,-3,0.3,34,-6,4
C=CCN(CC(=O)NCc1ccc(OC)cc1)C(=O)c1csnn1,-4.0,4,-11,-1,1,-0.8,-4,-2,14
CC(C)(C)c1cc(C2=CSC3=NCCN23)cc(C(C)(C)C)c1O,-4.9,3,13,8,3,-3.1,8,12,4
Cc1ccc(C(C(=O)NCC2CCCO2)N(C(=O)c2snc(C(N)=O)c2N)c2ccccc2)o1 (stereo unspecified),-2.4,-1,-14,0,-6,-1.6,36,-2,13
O=C(CCS(=O)(=O)c1ccccc1)Nc1ccc(S(=O)(=O)Nc2ncccn2)cc1,-1.5,5,8,4,2,-2.5,35,1,12
Cc1cc(C)c2sc(N(CCCN(C)C)C(=O)COc3ccc(Cl)cc3)nc2c1,-2.2,27*,9,8,3,-1.8,38,-1,6
COCCCN(CCCN)Cc1ccco1,-3.7,2,1,4,5,-3.8,23,-4,71*
Cc1ccc(NC(=O)CCc2c[nH]c3ccccc23)nc1,-0.6,3,9,2,2,-1.0,38,0,3
O=S(=O)(O)c1cc(O)c2c(O)c(N=Nc3cc(Cl)ccc3O)c(S(=O)(=O)O)cc2c1,5.7*,-1,-2,11,-2,-8.0,37,45*,-12
O=C(Oc1ccc2ccc(=O)oc2c1)c1ccc([N+](=O)[O-])cc1,-1.5,3,-18,-3,-4,1.0,.,-2,-6
CC1CC(C)(C)Nc2ccc(N=O)cc21 (stereo unspecified),-3.4,-3,-4,-2,.,-2.7,24,5,24
COc1ccc(CCn2c(-c3cc([N+](=O)[O-])cc([N+](=O)[O-])c3)nc3nc4ccccc4nc32)cc1OC,-0.9,6,-3,-14,-1,1.7,4,-8,29
O=C(NC(=O)c1ccccc1)Nc1ccccc1O,-2.1,3,41*,-6,-1,-0.2,38,2,21
O=C(NC(=S)NNC(=O)c1cccs1)c1ccccc1,-2.6,3,-11,-12,5,-3.0,-117,11,12
COc1ccc(S(=O)(=O)N2CCC(NC(=O)C(Cc3cccc(OC)c3OC)NC(C)=O)CC2)cc1 (stereo unspecified),-2.4,.,9,0,-8,-3.0,8,0,12
Cc1cc(C)nc(SCc2ccc(C(=O)N/N=C/C3CCCCC3)cc2)n1,-4.5,3,-1,-7,5,-5.5,-7,-1,26
CN1CCN(C(c2ccc(F)cc2)c2nnnn2Cc2cccs2)CC1 (stereo unspecified),-2.6,0,-4,-6,-3,-1.3,15,-2,27

# Brought forward from above: five entries, then new ones.
SMILES,IMP-1 inh,IDE act,GPR7 antag,p-CIP stab down,IDE cell inh,VIM-2 inhibitor,PHOSPHO1 block,PfM18AAP inh,NALP1 inh
O=C(NC(=O)c1ccccc1)Nc1ccccc1O,-2.1,3,41*,-6,-1,-0.2,38,2,21
O=C(NC(=S)NNC(=O)c1cccs1)c1ccccc1,-2.6,3,-11,-12,5,-3.0,-117,11,12
COc1ccc(S(=O)(=O)N2CCC(NC(=O)C(Cc3cccc(OC)c3OC)NC(C)=O)CC2)cc1 (stereo unspecified),-2.4,.,9,0,-8,-3.0,8,0,12
Cc1cc(C)nc(SCc2ccc(C(=O)N/N=C/C3CCCCC3)cc2)n1,-4.5,3,-1,-7,5,-5.5,-7,-1,26
CN1CCN(C(c2ccc(F)cc2)c2nnnn2Cc2cccs2)CC1 (stereo unspecified),-2.6,0,-4,-6,-3,-1.3,15,-2,27
CCOC(=O)/C(C#N)=C/c1cn(CCC(=O)O)nc1-c1ccccc1,-1.6,5,-2,-4,6,0.5,-6,3,29
Cc1onc(-c2ccccc2)c1C(=O)Nc1ncc([N+](=O)[O-])s1,-5.0,0,27*,-18,-1,-2.0,40,0,0
CC(=O)NC1=C(NC2CCS(=O)(=O)C2)C(=O)c2ccccc2C1=O (stereo unspecified),-3.3,-6,-4,-6,-2,-3.1,6,4,40
CCN(CC)CCCNc1nc(N)c([N+](=O)[O-])c(N2CCCCCC2)n1,-2.6,1,9,4,3,-0.7,2,-3,17
Nc1ccc(NC2C[C@@H](C(=O)O)NC2=O)cc1 (stereo partly specified),-1.1,3,-13,-7,0,-1.5,8,0,-3
O=C(Nc1cccc([N+](=O)[O-])c1)N1CCc2ccccc2C1,-2.2,0,-6,-5,.,-2.5,-161,8,8
CCOc1cc(/C=C2\NC(=S)N(c3c(C)n(C)n(-c4ccccc4)c3=O)C2=O)ccc1O,-5.5,-1,-11,-19,10,-4.0,-32,28,8
CC(C)N(O)C(=O)NC(C)(C)C,-4.7,0,-4,1,1,-2.8,4,-5,9
NC1=NC(=O)/C(=C/c2cc(Br)c(O)c(Br)c2)S1,1.1,-5,26,-12,14,3.4,37,18,39
CC1CCN(CCNC(=O)C2CCCN(S(=O)(=O)c3cccc4nonc34)C2)CC1 (stereo unspecified),-2.6,-1,9,2,-2,-4.1,-19,-4,10
CCn1c(-c2ccccc2Cl)nn(CC(=O)Nc2ccccc2C)c1=S,-3.0,3,7,-6,5,-3.7,100*,1,0
COc1ccc(C(=O)N2CCCC(C(=O)O)C2)c2ccccc12 (stereo unspecified),-4.7,0,-5,-11,4,-3.9,30,3,7
COC(=O)Cc1ccc(NC(=O)c2ccc(NC(=O)c3ccco3)cc2)cc1,-2.0,-3,-4,3,-1,-2.6,1,0,20
O=C(/C=C/c1cccc(C(F)(F)F)c1)N1CCN(c2ccccn2)CC1,-3.6,4,-8,-9,6,-1.7,23,-2,3
c1ccc(C(c2ccccc2)N2CCN(C(c3ccccn3)c3nnnn3C3CCCC3)CC2)cc1 (stereo unspecified),-1.1,4,2,-10,-2,-0.8,52,-8,11
CC1=NN(c2ccc(C)c(C)c2)C(=O)/C1=C/c1ccc2c(c1)n(C)c(=O)n2C,-3.6,-2,-2,21,-2,-2.1,-4,7,12
Cc1ccc(C)c(OCC(=O)NNC(=O)c2ccc(NC(=O)C3CC3)cc2)c1,-0.3,5,-8,-18,.,-2.1,3,-13,7
COCCNC(=O)CN(C(=O)Cn1nnc2ccccc21)c1cccc(C)c1C,-1.5,4,-18,-9,2,-4.3,16,2,2
Cc1onc(-c2ccccc2Cl)c1C(=O)OCC(=O)N1CCCc2ccccc21,-1.6,0,14,-6,0,-3.7,10,-2,-1
Cc1ccc(-n2ncc3c2CCCC3NC(=O)CCc2cnn(C)c2)cc1C (stereo unspecified),-2.0,-3,-22,-28,2,-2.2,37,4,9
O=S1(=O)CCC(NC(=S)NCCNC(=S)NC2CCS(=O)(=O)C2)C1 (stereo unspecified),-4.1,4,0,-6,0,-2.5,6,-7,26
CCOC(=O)C(C)N1C(=O)S/C(=C\c2ccc(-c3ccccc3C(=O)O)o2)C1=O (stereo unspecified),-0.3,4,0,1,-1,-0.1,42,3,5
COc1ccc(C(=O)NCc2nnc(SCC(=O)Nc3cccc(C(F)(F)F)c3)o2)cc1OC,-1.4,2,8,-23,0,-3.2,20,-1,12
O=c1oc(-c2ccccc2NS(=O)(=O)c2ccc3ccccc3c2)nc2ccccc12,-0.3,-5,0,-4,3,0.1,18,1,38
Cc1ccc(-n2nnnc2SCC(=O)NC2CCCc3ccccc32)cc1 (stereo unspecified),-0.7,-4,-4,-2,5,-0.2,0,0,12

# Two compounds from above with just NALP1 inh and IDE act:
molecule | NALP1 inh | IDE act
Cc1ccc(C(C(=O)NCC2CCCO2)N(C(=O)c2snc(C(N)=O)c2N)c2ccccc2)o1 (stereo unspecified) | 13 | -1
O=C(CCS(=O)(=O)c1ccccc1)Nc1ccc(S(=O)(=O)Nc2ncccn2)cc1 | 12 | 5

# (more compounds)
SMILES,IMP-1 inh,IDE act,GPR7 antag,p-CIP stab down,IDE cell inh,VIM-2 inhibitor,PHOSPHO1 block,PfM18AAP inh,NALP1 inh
CN(Cc1cn(C)nc1-c1ccccc1F)Cc1nccn1C,-1.5,2,-7,-19,2,-1.1,37,-4,11
O=C(O)c1ccc(/C=N/Nc2ccc(C(F)(F)F)cn2)cc1,-1.6,6,-6,7,.,-0.2,6,0,5
COc1ccc(NC(=O)c2cc3ccccc3oc2=O)c(OC)c1,1.5,0,-8,-15,1,2.5,19,-15,36
CC1=NN(c2ccccc2)C(=O)C1C(=O)c1ccc([N+](=O)[O-])cc1 (stereo unspecified),-1.9,0,-6,-5,2,-4.1,-3,6,7
OCCN1CCN(CCCN2c3ccccc3Sc3ccc(C(F)(F)F)cc32)CC1,-0.6,3,24,-7,1,-4.1,11,1,31
COc1ccc(CNC(=S)NC(C)CCc2ccccc2)cc1 (stereo unspecified),-3.9,4,-1,-10,4,-3.0,37,0,13
C=CCn1c(-c2cc(-c3ccc(C)cc3)nc3ccccc23)n[nH]c1=S,0.0,0,-8,5,9,-2.8,-54,4,-3
COc1ccc(S(=O)(=O)N2CCCC(C(=O)NCCC(C)C)C2)cc1 (stereo unspecified),-1.4,9,-9,3,-6,-2.7,12,-4,8
CCc1nc(SCC(=O)Nc2nccs2)c2oc3ccccc3c2n1,-1.0,-1,2,7,-4,-0.6,37,-12,.

# Source: PubChem BioAssay (several laboratories)
